# RGS4 inhibitor – blocks human RGS4-accelerated GTP hydrolysis | Transcreener GDP fluorescence polarization, RGS4-accelerated GTP hydrolysis | P49798 | 0.039% of 390,000 active | Potency, µM (top dose mostly 114 µM), for inactives: top-dose activity change, negative = inhibition, actives largely listed as inhibitors | AID 504845; further: on the % scale 0 is the no-effect control and ±100 the full control effect; nearly all actives have a fitted effect of over 75% in size; some results filed as inactive show a strong effect at the top dose
#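 MLSMR compounds (23 nl, pin-transferred) preincubated 10 min at room temperature with a 500nM (2x) first reagent, then RGS4 at 900nM (2x) plus Transcreener GDP mix added; fluorescence polarization (620/688 nm) read before and after 90 min at 30 °C.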
# HP1b chromo inh – inhibitors of HP1-beta chromodomain binding to methylated histone tails; P83916; AlphaScreen HP1-beta / biotin-H3K9me3 peptide binding; Potency, µM (titrated, usually from 114 µM), without a hit: top-dose activity change, negative = inhibition, actives largely listed as inhibitors; 0.56% of 390,000 active; AID 540317; further: nearly all actives have a fitted effect of over 70% in size; inactives centre near 23
# Target sequence (P83916 whole entry, looked up): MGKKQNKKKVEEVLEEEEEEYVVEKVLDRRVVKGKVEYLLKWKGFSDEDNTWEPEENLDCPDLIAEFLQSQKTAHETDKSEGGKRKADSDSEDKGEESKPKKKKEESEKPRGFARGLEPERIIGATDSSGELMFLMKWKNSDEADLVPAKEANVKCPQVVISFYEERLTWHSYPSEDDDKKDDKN
#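 HP1-beta protein (50 nM final) preincubated 30 min at room temperature with biotinylated H3(1-18)K9me3 peptide (50 nM) in PBS pH 7.4, 0.01% Tween-20, then compound added for 30 min. AlphaScreen streptavidin donor/nickel chelate acceptor beads (10 ug/mL final), 30 min dark, luminescence read.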
# JMJD2A Tudor – blocks the human JMJD2A Tudor domain; O75164; AlphaScreen JMJD2A-Tudor / H3K4me3 peptide binding; Potency, µM (doses to about 114 µM), without a hit: top-dose activity change, negative = inhibition, most hits filed as inhibitors; 4.4% of 390,000 active; AID 504339; further: on the % scale 0 is the no-effect control and ±100 the full control effect; nearly all actives have a fitted effect of over 50% in size
# GLS inh – blocks human kidney-isoform glutaminase activity; O94925; GLS enzymatic activity, qHTS titration; Potency, µM (top dose mostly 45.5 µM), for the others: at the highest dose activity change, negative = inhibition, usual class: inhibitors; 0.21% of 410,000 active; further: on the % scale 0 is the no-effect control and ±100 the full control effect
#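 Compounds were pin-transferred onto hKGA, after which L-glutamine (1 mM solution) and a detection mix of glutamate oxidase, HRP and Amplex Red were added. Initial and 30 min RT fluorescence reads were collected.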
# Pin1 inhibitor – human Pin1 inhibition; Q13526; Potency, µM (highest dose often 115 µM), for inactives: at the highest dose activity, negative = inhibition, actives largely listed as inhibitors; AID 504891; Pin1 FP peptide displacement, HiFluor488, 10 min; 0.009% of 390,000 active; active means well fitted inhibition curve with a large enough effect in the polarisation, with a control signal flat, not every such curve was filed as active; inconclusive means small, poorly fitted or top-dose-only effect, or effect the other way, or a change in a side signal; inactive means no such curve, though single readings can be large or run the other way; the % refers to the polarisation; further: on the % scale 0 is the no-effect control and ±100 the full control effect
# Target sequence (Q13526 whole entry, looked up): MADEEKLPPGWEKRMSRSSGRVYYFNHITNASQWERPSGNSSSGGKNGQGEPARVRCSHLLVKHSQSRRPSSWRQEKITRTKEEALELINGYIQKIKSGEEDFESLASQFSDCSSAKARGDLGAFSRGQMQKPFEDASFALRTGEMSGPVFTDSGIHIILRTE
# ERG Ets-DNA blk – inhibitors of human ERG Ets domain-DNA interaction; fluorescence polarization, His-ERG Ets domain / labelled DNA; Potency, µM (series often up to 76.9 µM), without a hit: top-dose FP activity, negative = inhibition, most hits filed as inhibitors; 0.028% of 370,000 active; active means well fitted inhibition curve with a large enough effect in the polarisation, with a control signal flat; inconclusive means small, poorly fitted or top-dose-only effect, or effect the other way, or a change in a side signal; inactive means no such curve, though single readings can be large or run the other way; the % refers to the polarisation;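 further: polarization taken with two DNA probes labelled with fluorescein and Texas red; % of control where 0% means no effect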
#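 His-tagged ERG Ets domain (1 uM in the protein solution; 300mM KCl, 50mM Tris-HCl, 1mM EDTA, 1mM DTT, pH 7.5) received compound, then a probe mix of 5 nM fluorescein-DNA and 100nM Texas-615-DNA. Fluorescence polarization was read for both dyes.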
# PGK inhibitor – T. brucei PGK inhibition. PGK/GAPDH coupled, Kinase-Glo luminescence, 60 min. Potency, µM (top dose mostly 57.5 µM), inactives show top-dose activity change, negative = inhibition, usual class: inhibitors. 0.043% of 380,000 active. AID 602233; further: on the % scale 0 is the no-effect control and ±100 the full control effect; nearly all actives have a fitted effect of over 60% in size
#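 Luminescent ATP detection (Kinase-Glo Plus) follows a 60-minute room-temperature incubation, with wells lacking PGK as controls. Buffer: 100 mM TEA (pH 7.6), 5 mM MgCl2, 0.01% Tween-20. Coupling enzyme GAPDH (100 nM final) supplies unstable 1,3-BPG in-well.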
# rTrxR1 inhibitor – blocks rat thioredoxin reductase 1 | O89049 | recombinant rTrxR1, NADPH fluorescence consumption, selenite substrate | Potency, µM (series often up to 114 µM), inactives show top-dose activity change, negative = inhibition, usual class: inhibitors | 1% of 390,000 active; further: on the % scale 0 is the no-effect control and ±100 the full control effect; nearly all actives have a fitted effect of over 65% in size
#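 Rat TrxR1 (90 nM in the dispensed reagent) was pre-reduced with 400 uM NADPH for 5 min at room temperature, then incubated with compound for 15 min. After 400 uM selenite was added, NADPH fluorescence (Ex 340/Em 450 nm) was followed for 8 min.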
# ALOX12 inh – blocks human arachidonate 12S-lipoxygenase; P18054; purified 12hLO, xylenol orange hydroperoxide absorbance; Potency, µM (top dose mostly 108 µM), without a hit: at the top dose activity change, negative = inhibition, usual class: inhibitors; 1.1% of 580,000 active; further: on the % scale 0 is the no-effect control and ±100 the full control effect
# Target sequence (P18054 whole entry, looked up): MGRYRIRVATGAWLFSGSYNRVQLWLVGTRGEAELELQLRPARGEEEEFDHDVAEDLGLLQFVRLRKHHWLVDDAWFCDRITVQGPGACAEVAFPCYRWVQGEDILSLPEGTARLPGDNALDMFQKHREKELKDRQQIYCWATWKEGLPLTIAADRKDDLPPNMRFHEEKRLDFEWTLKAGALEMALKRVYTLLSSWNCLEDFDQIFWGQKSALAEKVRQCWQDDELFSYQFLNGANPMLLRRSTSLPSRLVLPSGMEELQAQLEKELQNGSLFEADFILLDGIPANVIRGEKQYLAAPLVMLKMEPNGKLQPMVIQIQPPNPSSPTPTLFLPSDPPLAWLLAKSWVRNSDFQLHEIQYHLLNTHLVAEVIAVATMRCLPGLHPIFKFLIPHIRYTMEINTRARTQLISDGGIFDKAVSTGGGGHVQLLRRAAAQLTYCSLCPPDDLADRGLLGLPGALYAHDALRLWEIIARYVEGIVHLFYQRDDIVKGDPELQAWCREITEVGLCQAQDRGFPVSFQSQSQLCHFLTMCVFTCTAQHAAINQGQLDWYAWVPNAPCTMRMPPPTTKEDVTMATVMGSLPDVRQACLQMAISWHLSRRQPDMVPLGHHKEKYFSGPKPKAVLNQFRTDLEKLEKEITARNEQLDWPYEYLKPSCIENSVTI
#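 Hydroperoxide product was detected by ferrous iron/xylenol orange as the 573 to 405 nm absorbance ratio. Arachidonic acid at 40 uM (final) was turned over for 30 min at room temperature by 150 nM human 12hLO, pH 7.0 Hepes buffer, after 15 min compound preincubation.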
# Active calls of the source: *; i = inactive; ? = inconclusive; . = not tested or not shown; [ ] = another dose, or the depositor's remark. Unless noted, the call rests on the fitted dose curve; in most records, active means well fitted curve in the direction sought with a large enough effect; inconclusive means small, poorly fitted or top-dose-only effect, or another doubt; inactive means no such curve, though single readings can be large; an effect the other way counts as inactive or inconclusive. Potency means the concentration at half of the fitted maximal effect. Only part of the results is shown, so the mix of outcomes need not match the whole.
SMILES,RGS4 inhibitor,HP1b chromo inh,JMJD2A Tudor,GLS inh,Pin1 inhibitor,ERG Ets-DNA blk,PGK inhibitor,rTrxR1 inhibitor,ALOX12 inh
CCOC(=O)C1(Cc2ccccc2C(F)(F)F)CCN(C2CCSC2)CC1 (configuration not stated),-30.2%,9.2%,-18.2%,2.1%,1.5%,-0.5%,-6.6%,9.1%[57.1 µM],-7.0%
Cc1cc2ncn(CC3CC3(Cl)Cl)c2cc1C (configuration not stated),2.9%,13.3%,-15.6%,2.1%,-1.2%,1.4%,-2.1%,11.1%[57.1 µM],-15.1%
CCOc1ccc(OCC(=O)Nc2ccc(S(=O)(=O)Nc3cc(C)nc(C)n3)cc2)cc1,3.1%,2.7%,-27.8%,4.9%,2.2%,-11.8%,2.1%,-6.0%,-11.4%
COc1ccc(CC(=O)Nc2cc(-c3cn4cccnc4n3)ccc2C)cc1OC,-0.7%,27.7%[57 µM],-3.5%,-12.2%,-0.6%,5.8%,-10.4%,-12.0%[57.1 µM],-17.3%
O=C(CSc1nccc(=O)[nH]1)Nc1cccc2ccccc12,-11.0%,26.6%,-1.4%,20.5%,-8.5%,10.4%,-2.5%,12.1%,-7.0%
CCN(Cc1ccncc1)C(=O)CCc1nnc(CCC2CCCCC2)o1,7.7%,30.7%,-17.4%,0.5%,6.1%,2.5%,-4.3%,16.2%,-3.6%
CSc1nc2ccccc2n1Cc1cccc(F)c1,11.1%,35.2%,10.2%,13.5%,-0.5%,-2.5%,0.1%,-0.9%[57.1 µM],-8.8%
Cc1ccc(-c2nn3c(C)nnc3s2)cc1NC(=O)c1cccs1,-8.5%,11.9%,-5.0%,-2.5%,15.1%,-4.8%,6.4%,14.0%,-11.9%
COc1cc(Cl)c(CN2CCCC(CO)(Cc3ccccc3)C2)cc1OC (configuration not stated),-15.9%,12.9%,-18.5%,1.9%,-0.3%,-2.7%,-4.5%,13.5%,-17.9%
COC(=O)CN=Cc1c(C)[nH]n(-c2ccccc2)c1=O,-20.9%,39.8%,-2.5%,0.4%,-1.1%,-0.2%,-0.9%,16.1%[57.1 µM],9.3%
CCOC(=O)c1sc(NC(=O)CSc2nnc(C(C)C)n2C)nc1C,17.2%,24.8%,-15.4%,7.9%,8.1%,-4.0%,-1.9%,-9.8%,-10.5%
C#CCOCCOCCOCCNc1nc(N2CCN(C(=O)CCCCCCCCCCNC(=O)[C@H](CCCCN)n3cc(CCO)nn3)CC2)nc(N2CCN(C(=O)CCCCCCCCCCNC(=O)[C@H](CCCCN)n3cc(CCCC(=O)O)nn3)CC2)n1,?,15.0%,-34.8%,-14.4%,-6.0%,-14.4%,0.7%,-13.8%,?
CC[C@H](C)[C@H](NC(=O)c1ccccc1)C(=O)NC(CC(=O)O)c1ccc(F)cc1 (some centres not stated),30.3%,20.2%,-19.7%,0.7%,-9.0%,6.7%,i,18.4%,3.0%
Cc1ccccc1OCC(=O)OCC(=O)NC1CCCCCC1,-5.3%,25.7%,-7.5%,1.4%,-3.3%,3.0%,1.5%,-5.5%,-6.4%
CSc1ccc2c(c1)C(N1CCN(C)CC1)Cc1ccc(F)cc1S2 (configuration not stated),-13.2%,-16.9%,?,-0.1%,6.0%,1.6%,-3.5%,-0.4%,0.0%
O=C(NCc1ccco1)NCC(F)(F)F,36.3%,7.2%,-15.1%,1.2%,1.2%,6.7%,-4.6%,18.0%[57.1 µM],164.0%[activator]
CCCC(=O)NNC(=O)c1c(O)c2ccccc2[nH]c1=O,-2.6%,41.9%[activator],-3.0%[11.4 µM],-2.1%,-0.4%,-9.3%,i,36.3%[activator][57.1 µM],4.2%
CCN(CCn1cccn1)Cc1nc(-c2ccc(C(=O)OC)cc2)no1,11.4%,37.5%,1.4%,2.5%,-5.1%,0.3%,i,11.5%[57.1 µM],1.3%
COc1ccc(CN2CCCC(C(=O)Nc3cccc(-n4cccn4)c3)C2)c(F)c1 (configuration not stated),10.8%,13.5%,-26.0%,-7.6%,5.1%,-3.7%,-4.8%,-2.2%,-25.2%
O=C(O)CSc1nnc(-c2ccc(S(=O)(=O)N3CCCC3)cc2)n1Cc1ccco1,3.3%,22.7%,-35.3%,9.7%,0.3%,8.1%,-2.9%,12.2%,?

# Molecules shown so far containing a CF3 group, in the order listed:
SMILES,RGS4 inhibitor,HP1b chromo inh,JMJD2A Tudor,GLS inh,Pin1 inhibitor,ERG Ets-DNA blk,PGK inhibitor,rTrxR1 inhibitor,ALOX12 inh
CCOC(=O)C1(Cc2ccccc2C(F)(F)F)CCN(C2CCSC2)CC1 (configuration not stated),-30.2%,9.2%,-18.2%,2.1%,1.5%,-0.5%,-6.6%,9.1%[57.1 µM],-7.0%
O=C(NCc1ccco1)NCC(F)(F)F,36.3%,7.2%,-15.1%,1.2%,1.2%,6.7%,-4.6%,18.0%[57.1 µM],164.0%[activator]

# The list continues:
SMILES,RGS4 inhibitor,HP1b chromo inh,JMJD2A Tudor,GLS inh,Pin1 inhibitor,ERG Ets-DNA blk,PGK inhibitor,rTrxR1 inhibitor,ALOX12 inh
O=C(NCCc1ccccc1)c1cc(=O)[nH]c2ccccc12,-23.2%,35.1%,-11.0%,-9.5%,0.5%,6.9%,i,8.2%,0.7%
C[C@H](NC(=O)c1nc[nH]c1C(=O)N(C)Cc1ccccc1)c1ccccc1,-0.3%,41.4%[activator],-17.2%,-0.5%,-14.0%,-7.9%,-2.7%,17.1%[57.1 µM],7.1%
Cn1c(=O)c2c(nc(SCC(=O)Nc3ccc(F)cc3F)n2Cc2ccccc2)n(C)c1=O,5.0%,25.4%,-8.2%,1.2%,6.9%,?,.,2.1%[11.4 µM],-26.4%
COc1cc2c(cc1OC)C(C(=O)Nc1ccccc1N1CCN(C)CC1)C1c3ccccc3CCN1C2=O (configuration not stated),13.6%,2.3%,-10.5%,5.8%,-7.2%,10.5%,0.8%,-0.5%[57.1 µM],0.0%
Fc1ccc2nc3c(nc2c1)CCCC3,18.2%,29.2%,4.3%,2.0%,0.8%,-1.4%,-5.5%,25.4%,26.0%
Cc1ccccc1C(=O)NC(=S)Nc1ccc(S(=O)(=O)N(C)c2ccccc2)cc1,-21.8%[11.4 µM],-21.3%,-15.8%[11.4 µM],24.5%,54.8%[activator],0.7%,2.2%,8.3%[57.1 µM],?
C=CCn1c(SCC(=O)Nc2ccc3c(c2)OCO3)nc2ccccc2c1=O,-6.4%,35.8%,-15.1%,0.8%,5.5%,.,-7.8%,17.0%,-4.0%
CCNc1nc(NC(C)C)nc(N(C#N)CCOc2ccc(Cl)cc2Cl)n1,4.6%,42.1%[activator],-0.8%,0.5%,0.4%,-1.0%,3.7%,4.0%,-7.4%
COc1ccc(Cl)cc1NC(=O)CN1c2ccccc2S(=O)(=O)c2ccccc21,-13.1%,23.3%,-24.0%,0.9%,26.1%,10.4%,i,15.9%[57.1 µM],-25.0%
Cc1cc(C)n(CCCC(=O)O)n1,25.4%,15.1%,-4.8%,-0.3%,2.7%,-0.5%,0.3%,22.8%[57.1 µM],?
COc1ccccc1/C=N/n1c(C)nnc1-n1nc(C)cc1C,8.9%,12.7%,-2.8%,-3.0%,0.7%,.,-7.8%,11.9%,20.4%
CC(Oc1cccc(Cl)c1)C(=O)Nc1ccncc1 (configuration not stated),17.4%,25.7%,-12.7%,11.0%,-3.0%,12.2%,.,22.6%,-1.9%
CCN(CC)S(=O)(=O)c1ccc(C(=O)NCCSc2c(-c3ccc(C)cc3)[nH]c3ccccc23)cc1,9.3%,20.5%,-30.4%,1.9%,21.3%,0.3%,i,20.3%,-8.2%
CC(=O)NC(CC(=O)NC1CCCCC1)c1ccccc1 (configuration not stated),1.1%,14.1%,-11.3%,-2.2%,-3.5%,6.0%,-8.1%,3.1%,-12.6%
Cc1ccc(C)c(NC(=S)NNC(=O)c2ccco2)c1,?,-10.3%,-32.7%,8.2%,-7.4%,2.3%,-3.8%,3.1%,27.6%
COC(C(=O)Nc1ccnn1C1CCN(Cc2nccs2)CC1)c1ccccc1 (configuration not stated),-37.0%,48.4%[activator],-6.6%,-3.9%,-0.4%,14.1%,i,4.8%,0.0%
CCc1ccccc1NC(=O)C1COc2ccccc2C1 (configuration not stated),-20.0%,25.6%[57 µM],-1.3%,-1.8%,3.1%,8.7%,1.5%,15.6%[57.1 µM],-19.6%
O=C1CN(C(=O)CSc2nnnn2C2CC2)c2ccccc2N1,-4.4%,6.4%,-9.7%,-4.9%,5.0%,5.0%,-8.2%,26.4%,-13.9%
COc1ccccc1OCCNC(=O)C1CC(=O)N(c2ccc3c(c2)OCCO3)C1 (configuration not stated),1.9%,17.2%,2.1%,0.3%,-0.6%,-4.6%,5.3%,15.1%,-14.3%
CCC(C)NC(=O)CNC(=O)c1nn(-c2ccc(OC)cc2OC)c(=O)c2ccccc12 (configuration not stated),8.7%,33.6%,-14.7%,-3.5%,0.2%,-2.1%,-4.6%,8.1%,5.1%
COc1ccc(NC(=O)C(Cc2c[nH]c3ccccc23)NC(=O)OC(C)(C)C)cc1 (configuration not stated),-10.1%,-6.1%,-33.9%,3.2%,?,-2.6%,-5.2%,-3.5%,-28.2%
CCn1c(C(=O)O)c(CC(=O)Nc2ccc(Br)cc2C)c2ccccc21,1.0%,14.3%,2.5%,5.2%,-2.3%,-5.7%,-9.7%,8.7%,-22.4%
NC(=O)C1CCN(c2c([N+](=O)[O-])cc(C(F)(F)F)cc2[N+](=O)[O-])CC1,-16.2%,16.7%,-9.4%,3.2%,-3.2%,10.6%,-2.5%,4.1%[57.1 µM],0.0%
